MrgX1 PAM: human MrgX1 positive allosteric modulation, primary screen; MrgX1-HEK293, Fluo-4 calcium flux, FDSS; hits give high values; actives 0.63% (n = 310,000); B-score at 10 µM;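 active means plate-corrected calcium response at least 3 library SD above typical, normal starting fluorescence, not activating the receptor alone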;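 further: compound read alongside a low EC10 to EC30 dose of BAM8-22 agonist; peak minus trough fluorescence over baseline measured at the second addition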
Target sequence (Q96LB2 whole entry, looked up): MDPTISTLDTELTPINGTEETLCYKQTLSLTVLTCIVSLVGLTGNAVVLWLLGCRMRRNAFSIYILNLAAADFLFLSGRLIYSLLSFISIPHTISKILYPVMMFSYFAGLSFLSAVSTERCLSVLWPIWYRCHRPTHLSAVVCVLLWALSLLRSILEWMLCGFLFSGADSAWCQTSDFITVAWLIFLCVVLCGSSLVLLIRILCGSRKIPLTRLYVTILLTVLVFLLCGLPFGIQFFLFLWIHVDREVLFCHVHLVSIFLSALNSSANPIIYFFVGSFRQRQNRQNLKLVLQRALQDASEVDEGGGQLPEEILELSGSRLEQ
TRPC4 inh: blocks the mouse TRPC4 cation channel. actives 0.39% (n = 300,000). B-score at 10 µM. HEK293 TRPC4beta/mu-opioid, DAMGO-evoked Fluo4 calcium flux; hits give low values. AID 2247. Q9QUQ5;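 active means B-score over 3 SD under the library average, no early fluorescence shift, positive overall ratio signal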
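Assay system: Stable TRPC4beta/mu-opioid receptor HEK293 cells | Reagent: DAMGO in two steps, submaximal then maximal | Compound dosing: Single concentration per test compound | Signal: Fluo4 Ca2+ flux fluorescence | Evaluation: Per-well B score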
MrgX1 antag: human MrgX1 receptor antagonism, primary screen; AID 588676; Q96LB2; actives 1.3% (n = 310,000); MRGX1-HEK293 calcium flux, Fluo-4, BAM8-22 antagonism; hits give low values; B-score at 10 µM;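 active means calcium-response B-score plate-corrected more than 3 library SD below zero, starting fluorescence within 5 deviations, no agonist response on first addition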;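 further: peak minus trough fluorescence over baseline after final BAM8-22 challenge near maximal dose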
RGS4 pot: RGS4 potentiation or activation; HEK293 M3R/inducible RGS4, carbachol calcium flux Fluo4; hits give low values; B-score at 10 µM; actives 0.92% (n = 310,000);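 active means B-score of the integrated calcium signal more than 4 SD below the library mean, with starting fluorescence not abnormally high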;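 further: negative B-score means reduced calcium response which marks RGS4 activation or potentiation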
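Also added: carbachol at ECmax as muscarinic agonist stimulus; Assay system: HEK293 cells with stable M3R and inducible RGS4; Timing: overnight RGS4 induction, 30 min dye load 37 °C, 20 min compound RT; Measured by: Fluo4-AM (2 µM) calcium-flux fluorescence, kinetic read.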
Platelet DG rel: modulates dense granule release in human platelets; human platelet-rich plasma, SFLLRN dense granule ATP release, luminescence; inhibition, %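 (compounds screened at 7.5 µM in platelet-rich plasma)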; actives 0.22% (n = 300,000); AID 1663;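 active means mean replicate score, as percent of positive control, at or above 50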
TRPC6 act: mouse TRPC6 channel activation; B-score at 10 µM; actives 0.13% (n = 310,000); Q61143; HEK293-TRPC6 membrane potential dye fluorescence; hits give high values;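 active means B-score of the integrated fluorescence ratio above library mean plus 3 SD, and starting fluorescence ratio within library mean plus 5 SD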;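 further: higher score means more depolarization so channel activation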
SKKanGAS inh: inhibitors of SKKanGAS S. pyogenes growth in kanamycin (SK-promoter or general growth effect); inhibition, % at 7.5 µM; actives 1.3% (n = 300,000); BacTiter-Glo, 6 h;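 active means mean replicate score, as percent of positive control median, at least 50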;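 further: strain carries kanamycin resistance gene driven by streptokinase promoter and grows in 40 µg/ml kanamycin; loss of luminescence reflects streptokinase promoter inhibition or plain growth inhibition; 0% = median of DMSO wells and 100% = positive control at its reference dose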
MrgX1 ag: agonists of human MrgX1 receptor; Q96LB2; MrgX1-HEK293 cells, Fluo-4 calcium fluorescence, agonist mode; hits give high values; B-score at 10 µM; actives 0.44% (n = 310,000);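 active means calcium response B-score plate-corrected fluorescence ratio at least 3 library SD, with starting fluorescence B-score inside 5 SD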
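System: HEK293 cells stably expressing human MrgX1 receptor; Dosing: test compound in the initial addition of three; Schedule: overnight plating, then 30 min 37 °C plus 30 min room-temperature dye loading; Detection: kinetic calcium dye fluorescence, Fluo-4 NW; Controls: per-plate positive and negative controls for Z′ factor.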
TRPC6 inh: mouse TRPC6 channel inhibition | Q61143 | HEK293-TRPC6, membrane potential dye, ACh-evoked depolarization; hits give low values | B-score at 10 µM | actives 1.1% (n = 310,000) | AID 2553;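 active means B-score under library mean minus 3 SD, initial fluorescence not abnormally high, positive integrated signal ratio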;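 further: B-score derived from integrated fluorescence ratio over the kinetic read; more negative B-score means stronger inhibition of depolarization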
HIF activator: HIF pathway transcriptional activation. activation, % at 7.5 µM (by protocol). U2OS HRE-luciferase reporter, luminescence; normalized: DMSO 0%, desferrioxamine 100%. actives 0.32% (n = 300,000);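 active means mean activation of at least 10% of the iron chelator positive control signal, with at least half of replicates also reaching 10%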
RGS4 block: human RGS4 inhibition; P49798; HEK293 M3R/RGS4 inducible, Fluo-4 calcium flux; hits give high values; triggered by carbachol at its EC20; B-score at 10 µM; actives 0.45% (n = 310,000); AID 463165;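 active means B-score, a plate-corrected calcium signal, over three deviations above library mean, with baseline fluorescence within five deviations of library mean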;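 further: RGS4 expression induced by doxycycline in cells with stable M3 receptor; B-score is computed from the integrated fluorescence ratio over baseline after carbachol; higher B-score means a larger calcium signal and so more RGS4 inhibition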
Target sequence (P49798 whole entry, looked up): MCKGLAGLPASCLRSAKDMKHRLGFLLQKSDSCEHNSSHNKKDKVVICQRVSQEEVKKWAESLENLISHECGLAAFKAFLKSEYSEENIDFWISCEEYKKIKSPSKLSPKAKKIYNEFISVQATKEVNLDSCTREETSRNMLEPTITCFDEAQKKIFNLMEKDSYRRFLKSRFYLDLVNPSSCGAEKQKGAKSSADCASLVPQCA
* hit, by the source's call; i = inactive; . = not tested or not shown. Not a hit list. About 6.1% of those tested had a hit in this group.

SMILES,Platelet DG rel,TRPC6 act,TRPC6 inh,MrgX1 ag,SKKanGAS inh,RGS4 pot,MrgX1 PAM,HIF activator,RGS4 block,MrgX1 antag,TRPC4 inh
Cn1c(SCC(=O)c2ccccc2)nnc1-c1ccco1,1.6,i,i,i,-1.0,i,i,12.5*,i,i,i
N#C/C(=C/c1ccc(OCc2ccccc2)cc1)C(=O)NC1CCCCC1,-0.8,i,i,i,-12.9,i,i,2.3,i,i,i
Cc1cc(C(=O)CSc2nc(N)cc(=O)[nH]2)c(C)n1CCc1ccc(Cl)cc1,11.5,i,i,i,7.2,i,i,-1.2,i,i,i
CN(C)C(=O)CSc1nnc(-c2ccc(F)cc2)c2ccccc12,-0.2,i,i,i,1.2,i,i,0.2,i,i,i
Cc1cc(NS(C)(=O)=O)c(=O)n(Cc2cccc(F)c2)c1,0.8,i,i,.,11.5,i,.,0.5,i,.,i
CCc1ccc(OCC(=O)NCc2ccco2)c(Br)c1,3.1,i,i,i,-1.3,i,i,1.9,i,i,i
Cc1ccccc1C(=O)NCC(=O)OCCCOC(=O)CNC(=O)c1ccccc1C,6.2,i,i,i,-1.5,i,i,-0.5,i,i,i
Cc1ccc(C)c(N2CCN(S(=O)(=O)c3c(C)noc3C)CC2)c1,7.2,i,i,i,-5.4,i,i,1.2,i,i,i
CCN(c1ccc(OC)cc1)S(=O)(=O)N1CCCC(C(=O)NCc2ccccc2Br)C1 (centres undefined),-4.6,i,i,i,-3.4,i,i,0.2,i,i,i
CCc1ccc(NC(=O)c2sc3nc4n(c(=O)c3c2C)CCC4)cc1,4.0,i,i,i,-12.8,i,i,1.6,i,i,i
CC(C)COC(=O)Nc1nnc(SCc2ccccc2F)s1,2.7,i,i,i,-3.7,i,i,0.5,i,i,i
CCN1CCN(C(=O)c2cc3c(=O)n(C)c4ccccc4c3n2C)CC1,-15.3,i,i,i,5.2,i,i,-0.1,i,i,i
Cc1ccc2nc(SCC(=O)c3ccc(Cl)cc3)nc(=O)n2c1,5.0,i,i,i,9.9,i,i,0.3,i,i,i
CCOC(=O)NC(N(O)c1cccc(Cl)c1)C(Cl)(Cl)Cl (centres undefined),-5.9,i,i,i,6.5,i,i,-0.2,i,i,i
CCOC(=O)C1=C(Cc2ccc(F)cc2)C(=O)c2ccccc2C1=O,17.4,i,i,108*,37.8,-9.06*,i,1.7,i,i,i
CCOC(=O)C1CCN(CC(=O)N2C(C)CCCC2C)CC1 (centres undefined),4.3,i,i,i,-1.4,i,i,-0.1,i,i,.
COc1ccc(NC(=O)C2CC(=O)N(c3ccccc3C)C2)c(OC)c1 (centres undefined),6.4,i,i,i,2.2,i,i,0.5,i,i,i
Cc1ccc(S(=O)(=O)NNC(=O)c2snnc2C)cc1,.,i,i,i,-1.9,i,i,0.7,i,i,i
CSc1ccc(/C=N/N(C)S(=O)(=O)c2ccc(C)cc2)cc1,-4.1,i,i,i,-9.4,i,i,-0.4,i,i,i
COc1ccc(OC)c(/C=N/NC(=O)c2ccc(Cn3cc([N+](=O)[O-])cn3)o2)c1,4.6,i,i,i,-3.2,i,i,0.1,i,i,i
COc1cccc(C(=O)C2CCCN(C(=O)CCc3scnc3C)C2)c1 (centres undefined),-6.0,i,i,i,0.1,i,i,-0.6,i,i,i
N#Cc1c(C(F)(F)F)cc(=O)[nH]c1SCC(=O)O,-8.9,i,i,i,-21.1,i,i,0.4,i,i,i
Cc1ccc(OCCOC(=O)Nc2ccccc2)cc1,0.2,i,i,i,-15.8,i,i,0.8,i,i,i
CC(C)(C)N1C(=O)c2ccc(C(=O)O)cc2C1=O,-3.7,i,i,i,-1.7,i,i,-0.2,i,i,i
OCCC1CN(Cc2cccc(-c3ccco3)c2)CCN1Cc1ccsc1 (centres undefined),11.2,i,i,i,0.2,i,i,0.0,i,i,i
O=C(NCCCn1ccnc1)Nc1ccc(Cl)cc1,0.1,i,i,i,-1.0,i,i,-0.2,i,i,i
CC1(c2ccccc2)NC(=O)N(NC(=O)COC(=O)c2cc(Br)ccc2O)C1=O (centres undefined),1.4,i,i,i,-2.4,i,i,-0.3,i,i,i
O=C(COc1ccc(-c2ccccc2)cc1)NNC(=O)Nc1ccc(F)cc1F,2.3,i,i,i,-5.3,i,i,-0.5,i,i,i
Cc1cc(C)c2nc(N3CCC(C(=O)NCCN4CCOCC4)CC3)sc2c1,-9.1,i,i,i,-0.5,i,i,0.1,i,i,i
O=C(N/N=C/c1ccccc1Br)C1CC1,-2.5,i,i,i,-7.2,i,i,0.7,i,i,i
O=C(CSc1n[nH]c(=O)[nH]c1=O)N/N=C/c1ccccc1O,-6.3,i,i,i,9.4,i,i,0.3,i,i,i
O=C(COC(=O)/C=C/c1ccc(F)cc1)NCc1ccco1,7.8,i,i,i,2.0,i,i,-0.4,i,i,i
Cc1cccn2cc(-c3c[nH]c4ccccc34)nc12,13.6,i,-6.65*,i,7.0,i,i,0.0,i,i,-6*
Cc1c(CCC(=O)N2CCC[C@H]2C(=O)O)c(=O)oc2c(C)c3oc4c(c3cc12)CCCC4,4.1,i,i,i,18.9,i,7.23*,-1.1,i,i,i
CCNc1c(NC(=O)c2cccs2)c(=O)oc2ccccc12,5.0,i,i,i,0.0,i,i,-0.2,i,i,i
CC(=O)C1=C(O)C(=O)N(Cc2ccco2)C1c1ccc2c(c1)OCO2 (centres undefined),16.1,i,i,i,-4.9,i,i,0.1,i,i,-7*
O=c1[nH]ncc2c3ccccc3n(Cc3ccc(F)cc3)c12,13.4,i,i,i,-8.2,i,i,0.0,i,i,i
COc1c2ccccc2c(OC)c2ccccc12,-5.6,i,i,i,7.0,i,i,0.2,i,i,i
O=C(N/N=C/c1ccccn1)c1cc(-c2ccccc2)nc2ccccc12,7.5,i,i,i,39.0,i,i,2.9,i,i,i
COc1cc(C2SCC(=O)N2CCN2CCCCC2)ccc1O (centres undefined),3.7,i,i,i,1.1,i,i,-0.3,i,i,i
COc1ccc(/C=N/NC(=O)CNC(=O)COc2ccccc2)cc1,-2.1,i,i,i,-2.8,i,i,-0.1,i,i,i
Cc1cccn2c(=O)nc(SCC(=O)N3CCCCCC3)nc12,16.6,i,i,i,-0.9,i,i,-0.3,i,i,i
O=C(CN1C(=O)C2CC=CCC2C1=O)Nc1nc2ccc(F)cc2s1 (centres undefined),0.8,i,i,i,6.2,i,i,0.2,i,i,i
O=C(NCCCNC(=O)c1ccccc1Br)c1ccccc1Br,-1.4,i,i,i,2.6,i,i,-6.8,i,i,i
COC(=O)Cn1cnc2ccccc2c1=O,-4.0,i,i,i,0.9,i,i,-0.4,i,i,i
CCn1nc(C)c(NC(=O)/C=C/c2cnn(C)c2)c1C,-8.1,i,i,i,-9.1,i,i,-0.3,i,i,i
O=C(NCCN1CCCCC1)c1cc(COc2c(F)cccc2F)on1,-12.1,i,i,i,-10.7,i,i,-1.5,i,i,i
COc1c(C)cc(Br)cc1C(=O)Nc1ccccc1N1CCN(C(=O)c2ccccc2)CC1,9.0,i,i,i,38.3,i,i,-0.1,i,i,i
O=C(NCCCO)C(=O)Nc1ccc2c(c1)N(S(=O)(=O)c1cccs1)CCC2,1.4,i,i,i,33.6,i,i,0.0,i,i,i
COc1cc(/C=N/NC(=O)c2c(C)nc3ccc(Cl)cn23)cc(OC)c1OC,5.3,i,i,i,-6.7,i,i,-0.7,i,i,i

More structures follow:
SMILES,Platelet DG rel,TRPC6 act,TRPC6 inh,MrgX1 ag,SKKanGAS inh,RGS4 pot,MrgX1 PAM,HIF activator,RGS4 block,MrgX1 antag,TRPC4 inh
COC(=O)c1ccccc1NC(=O)Cn1c(=O)oc2ccc(Cl)cc21,-2.8,i,i,i,2.0,i,i,-0.2,i,i,i
CC(C)N(C)NC(=S)Nc1ccccc1,13.3,i,i,i,-2.6,i,i,0.2,i,i,i
CN(CC(=O)Nc1ccccc1Cl)C(=O)CCSc1ccc(F)cc1,3.1,i,i,i,-3.5,i,i,-1.8,i,i,i
Cn1c(=O)c2c(nc(CN3CCOCC3)n2CCc2ccccc2)n(C)c1=O,-1.7,i,i,i,-11.5,i,i,1.2,i,-4.88*,i
COC(=O)c1ccccc1NC(=O)C(=O)NCc1ccncc1,3.5,i,i,i,1.1,i,i,0.0,i,i,i
CC(Oc1ccc(-c2ccccc2)cc1)C(=O)N/N=C/c1cccnc1 (centres undefined),1.4,i,i,i,-6.8,i,i,-0.1,i,i,i
CC(C)NC(=O)C1=NN(c2ccccc2)C(=O)CC1,-0.8,i,i,i,4.2,i,i,-3.4,i,i,i
COc1ccccc1NC(=O)NCc1ccccc1F,-1.0,i,i,i,2.4,i,i,0.0,i,i,i
Cc1ccccc1C(=O)N/N=C1/SCC(=O)N1Cc1ccc2c(c1)OCO2,13.6,i,i,i,2.1,i,i,0.3,i,i,i
COc1cc2c(cc1OC)C(COc1ccccc1OC)N(C(=O)C(C)C)CC2 (centres undefined),0.5,i,i,i,-7.1,i,i,0.0,i,i,i
Cc1ccc(-n2ncc3c2CC(C)(C)CC3NC(=O)CCc2cnn(C)c2)cc1 (centres undefined),3.3,i,i,i,4.2,i,i,0.3,i,i,i
O=C(CSc1nnc(-c2ccccc2Br)o1)Nc1cccc2ccccc12,2.5,i,i,i,-4.4,i,i,1.8,i,i,i
CCOCC(=O)N1CCN(c2ccc([N+](=O)[O-])cc2)CC1,-11.1,i,i,i,-1.7,i,i,0.0,i,i,i
CN(C)CCCn1c(SCC(=O)Nc2sc3c(c2C#N)CCCC3)nnc1-c1ccncc1,-5.4,16.3*,i,i,-3.8,i,i,-0.3,i,i,i
Cn1c(SCC(=O)Nc2cccc(F)c2)nnc1-c1cccnc1,-1.3,i,i,i,-2.7,i,i,0.8,i,i,i
COc1ccc(C(=O)Nc2ccc(Cc3ccncc3)cc2)cc1Br,-3.6,i,i,i,2.0,i,i,-0.1,i,i,i
CC(=O)O[C@H]1C[C@@H]2CC[C@@H]3[C@H](CC[C@@]4(C)[C@H]3C[C@H]([N+]3(C)CCCCC3)[C@@H]4OC(C)=O)[C@@]2(C)C[C@@H]1N1CCCCC1,2.1,i,i,i,-9.9,i,i,-0.2,i,i,i

Screening results deposited in PubChem BioAssay by several laboratories.
